CDK5 p35 inh – blocks human CDK5/p35 kinase activity; Q00535+Q15078; Recombinant CDK5/p35, ADP-Glo luminescence, 60 min; inhibition, % at 10 µM; 0.01% of 330,000 active;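 active = highest replicate inhibition of at least 50% and at least 75% of replicates reaching 50%; inconclusive = only one of the two criteria met; inactive = both criteria failed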;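 note: plate controls were DMSO neutral control for no effect and GW8510 at 10 µM for full effect; many of its hits are not listed in these tables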
Target sequence (Q00535 whole entry, looked up): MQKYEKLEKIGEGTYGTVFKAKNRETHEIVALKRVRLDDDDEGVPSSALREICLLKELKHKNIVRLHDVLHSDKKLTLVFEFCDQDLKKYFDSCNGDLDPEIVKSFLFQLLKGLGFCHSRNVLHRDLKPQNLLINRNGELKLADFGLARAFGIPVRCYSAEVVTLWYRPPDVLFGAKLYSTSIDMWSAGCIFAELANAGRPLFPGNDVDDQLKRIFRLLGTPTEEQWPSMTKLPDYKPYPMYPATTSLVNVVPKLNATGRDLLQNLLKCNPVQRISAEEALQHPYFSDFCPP
Target sequence (Q15078 whole entry, looked up): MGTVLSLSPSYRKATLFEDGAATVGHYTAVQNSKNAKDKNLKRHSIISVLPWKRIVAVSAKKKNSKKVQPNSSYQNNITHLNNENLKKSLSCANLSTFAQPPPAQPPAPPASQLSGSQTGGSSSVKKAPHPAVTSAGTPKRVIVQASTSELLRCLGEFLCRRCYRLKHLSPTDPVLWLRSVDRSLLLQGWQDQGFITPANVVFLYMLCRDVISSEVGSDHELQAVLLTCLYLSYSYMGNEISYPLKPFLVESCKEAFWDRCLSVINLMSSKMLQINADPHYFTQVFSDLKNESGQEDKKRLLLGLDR
dFosB act – activators of mouse delta FosB homodimer | activation, % at 25 µM | AID 493131 | 0.99% of 340,000 active | P13346 | purified delta FosB, TAMRA-CDK5 oligo fluorescence polarization; percent of positive-control signal above neutral wells;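 active = mean activation above about 17%, with every replicate also reaching it, limit read from the data, passing the limit was not always enough; inconclusive = only one of the two conditions met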;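 note: fluorescence polarization rise as delta FosB binds a TAMRA Cdk5 AP-1 oligo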
Target sequence (P13346 whole entry, looked up): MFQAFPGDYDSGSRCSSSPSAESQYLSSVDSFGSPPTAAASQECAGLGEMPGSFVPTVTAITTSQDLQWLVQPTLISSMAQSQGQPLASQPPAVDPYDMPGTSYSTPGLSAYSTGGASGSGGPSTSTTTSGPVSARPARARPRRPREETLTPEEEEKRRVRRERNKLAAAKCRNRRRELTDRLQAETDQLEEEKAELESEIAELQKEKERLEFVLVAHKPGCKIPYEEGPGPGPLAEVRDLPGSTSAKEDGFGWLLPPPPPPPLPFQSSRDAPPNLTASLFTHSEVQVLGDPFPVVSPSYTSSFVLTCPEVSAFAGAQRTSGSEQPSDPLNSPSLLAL
Wnt act – activators of Wnt/beta-catenin signaling; activation, % at 9.35 µM; 1.2% of 300,000 active; AID 743398; Wnt/beta-catenin reporter cell assay, activator, plate reader; in the data active = activation above about 30%, passing the limit was not always enough; inconclusive = no clear call, values can overlap the other calls;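 note: 0% = neutral control wells and 100% = positive control wells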
SR-BI uptake up – SR-BI HDL lipid transfer activation; activation, % at 12.5 µM; CHO ldlA[mSR-BI] cells, DiI-HDL uptake fluorescence, 3 h; 100 = double the neutral-control signal; 0.096% of 320,000 active; AID 504775;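 active = mean replicate activation of at least 60% and every replicate at or above 60%; inconclusive = mean or all-replicate condition met, but not both; inactive = mean below 60% and not all replicates reaching 60%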;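 note: 0% = median plate neutral-control signal and 100% = twice that signal; values of inactives mirror those of a sister screen read the other way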
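Test system: SR-BI-overexpressing, LDLR-lacking CHO cells. Measured by: DiI fluorescence, bottom read. Medium: Ham's F12 with 0.5% BSA, HEPES 25 mM, pH 7.4. Timing: 3 h uptake period with compound, 37 °C.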
MITF TRPM1 HTS – MITF TRPM1 promoter activation in melanoma cells; SK-MEL-5 TRPM1-promoter luciferase, 24 h; % of positive control, neutral wells = 0; activation, % at 12.5 µM; AID 588334; 0.75% of 300,000 active;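 active = mean activation of at least 80% with every replicate also reaching 80%; inconclusive = mean reaches 80% but some replicate falls short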;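 note: 0% = neutral control wells and 100% = parthenolide positive control wells; values of inactives mirror those of a sister screen read the other way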
Rtt109 Vps75 – blocks Candida albicans Rtt109/Vps75 acetyltransferase activity; Q5AAJ8; purified Rtt109/Vps75, ThioGlo CoA-SH fluorescence, 4 h; inhibition, % at 34.9 µM; 0.16% of 330,000 active; AID 540336;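 active = inhibition of at least 50% in every replicate; inconclusive = best replicate reaches 50% inhibition but some replicates fall short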
SR-BI DiI inh – blocks mouse SR-BI lipid uptake from DiI-HDL. ldlA[mSR-BI] CHO cells, DiI-HDL uptake fluorescence, 3 h. inhibition, % at 12.5 µM. 0.96% of 320,000 active. AID 488896;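 active = mean replicate inhibition of at least 70% and a set share of replicates each scoring 70 or more; inconclusive = meets just one of the two criteria; inactive = fails both criteria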;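 note: 0% = median of neutral control wells and 100% = median of positive control wells; values of inactives mirror those of a sister screen read the other way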
HTR5A ag ctr – counter-screen for OPRM1-OPRD1 agonists: human HTR5A agonism | P47898 | HTR5A agonist assay, luminescence, cell-based | activation, % at 9.3 µM | 0.61% of 340,000 active; in the data active = activation mostly above about 9.5%, no sharp cut-off; inactive = mostly below about 7.6%;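 note: 0% = cells with vehicle only and 100% = reference agonist; strong numbers were not always called active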
PvdQ inh – P. aeruginosa PvdQ acylase inhibition; purified PvdQ acylase, fluorescence plate reader; inhibition, % at 10 µM; 0.063% of 340,000 active; in the data active = inhibition above about 30%, passing the limit was not always enough; inconclusive = no clear call, values can overlap the other calls;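 note: 0% = vehicle neutral wells and 100% = reference inhibitor wells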
cardiac RTF act – increases calcium sensitivity of human cardiac regulated thin filaments; P19429+P45379; IANBD-labeled TnC RTF fluorescence at EC20 calcium; 0% EC20 calcium, 100% full calcium; activation, % at 7.2 µM; 0.24% of 340,000 active; AID 493008;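 active = activation above the mean over all tested compounds plus 3 SD, cut at about 30% in these data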;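 note: rise in fluorescence read as greater calcium sensitivity of cardiac thin filaments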
Starred values were filed as active, the others as inactive; ? = inconclusive; · = not tested or not shown. Not a hit list; any-hit rate near 4.4%.

SMILES	CDK5 p35 inh	dFosB act	Wnt act	SR-BI uptake up	MITF TRPM1 HTS	Rtt109 Vps75	SR-BI DiI inh	HTR5A ag ctr	PvdQ inh	cardiac RTF act
COc1ccc(-c2noc(-c3cc(C)cc(C)c3)n2)cc1OC	-0.4	-5	-4	-9	16	0	9	9	19	-1
Fc1ccc2cnc(C3=CCCCC3)cc2c1	-0.5	-9	33*	-7	103*	-10	7	2	-20	9
CCOc1ccccc1C(=O)N1CCCCC1C (configuration not stated)	0.8	-3	-3	6	2	-12	-6	8	-2	2
O=C(Cc1ccccc1F)Nc1nc(-c2cccs2)cs1	-0.5	-9	30	-9	45	3	9	5	-11	-3
CCN(CC)CC(=O)Nc1nc(-c2ccc(Cl)cc2)cs1	2.2	1	·	6	11	-2	-6	-6	11	-1
Cc1noc(C)c1NC(=O)N(C)C[C@H]1Oc2c(NC(=O)C3CCCCC3)cccc2C(=O)N([C@H](C)CO)C[C@@H]1C	4.6	0	1	20	4	5	-20	-2	6	-4
CCCOc1ccc(Cn2ccnc2)cc1[N+](=O)[O-]	-2.6	-1	·	17	1	0	-17	-5	4	4
Cc1ccnc(NC(=O)c2oc3ccccc3c2C)c1	1.7	-35	-5	-15	6	-4	15	1	-5	2
COc1ccc(NC(=O)COC(=O)CCCC2=NS(=O)(=O)c3ccccc3N2)cc1Cl	0.5	?	-2	0	11	5	0	-2	-2	-8
Cc1cccc(-c2nc(N)nc(N)n2)c1	1.5	6	8	13	9	2	-13	-4	-7	-1
Cc1cc(OCC(O)CNC(C)c2ccccc2)ccc1C(C)C (configuration not stated)	0.3	-17	-3	-8	-2	6	8	8	-8	5
O=C(c1ccccc1)N1CCn2c1nc1ccccc12	-1.9	0	2	·	13	14	·	·	-11	1
C=C1C(=O)OC2C1C(OC(=O)C(C)=CC)CC(=C)C1C(O)C3OC3(C)C21O (configuration not stated)	1.2	5	-6	10	-9	4	-10	0	4	-5
CC1(/[N+]([O-])=C/c2ccccc2F)CCCCC1=O (configuration not stated)	-3.3	6	·	16	-10	-3	-16	-1	-11	-2
O=C(O)c1cccc(N/N=C/c2ccc(F)c(F)c2)c1	-1.4	-3	-4	0	-15	1	0	-2	-8	0
Clc1ccccc1-c1nn2c(COc3ccccc3)nnc2s1	0.6	0	·	-6	0	0	6	3	-13	6
O=C(NCSC1=NCCS1)c1ccccc1	0.3	0	·	19	4	-13	-19	1	1	3
COc1cc(C(=O)OCCN2CCCCC2)ccc1O	3.1	7	-2	4	-12	8	-4	-4	1	2
Nc1ccccc1SCC(=O)N1CCc2ccccc21	-0.4	-6	-1	-22	35	6	22	4	5	7
Cc1ccc(CNC(=O)c2cnc(-c3ccccn3)nc2C(F)(F)F)cc1	-0.9	-1	-1	16	-9	-5	-16	4	-1	-3
N#Cc1c(-c2ccc3c(c2)OCO3)ccn2nc(-c3cccc(C(F)(F)F)c3)nc12	-1.2	-15	·	-22	42	-5	22	-3	-17	3
CCN(C[C@H]1N[C@@](C)(C(=O)OC)[C@H]2C(=O)N(Cc3ccccc3)C(=O)[C@@H]12)C(=O)C1CCCCC1	3.4	-9	-1	16	5	-10	-16	5	9	-4
CCNC(=O)c1oc2c(c1C)C(=O)CC(C)(C)C2	0.6	-10	·	7	1	0	-7	-6	-10	-1
COc1ccc(OC)c(NC(=O)C2=C(C)NC(=O)NC2c2cccs2)c1 (configuration not stated)	-6.5	-6	4	8	5	-1	-8	-2	-17	11
CC1=C(C(N)=O)C(c2ccccn2)n2nc(SCc3ccccc3Cl)nc2N1 (configuration not stated)	0.6	3	0	2	4	-9	-2	0	-11	4
SMILES	CDK5 p35 inh	dFosB act	Wnt act	SR-BI uptake up	MITF TRPM1 HTS	Rtt109 Vps75	SR-BI DiI inh	HTR5A ag ctr	PvdQ inh	cardiac RTF act
O=C(Nc1ccccc1Cl)c1ccccc1Cl	0.7	2	0	-4	32	1	4	0	3	7
CC/C(=N\NC(=S)NC(C)C)c1ccc(OC)c(OC)c1	1.0	-3	-1	-13	14	-7	13	·	5	·
CCOC(=O)c1ccc(NS(=O)(=O)c2cn(C)cn2)cc1	0.4	-3	-3	10	6	10	-10	0	-6	-5
O=C(NCCc1ccc(F)cc1)c1cccs1	0.6	3	11	21	29	-4	-21	-2	6	2
CC/C(C)=N/Nc1nc2c(c(=O)[nH]c(=O)n2C)n1Cc1ccccc1	3.5	-3	1	18	-2	-1	-18	-7	-7	-2
CCOc1cccc(/C=N/NC(=O)c2ccc3c(c2)OCCO3)c1O	-1.2	1	-2	-87	-5	7	87*	6	-7	-4
O=C(c1cc(COc2c(F)cccc2F)on1)N1CCN(C2CCCCC2)C(=O)C1	0.0	-4	2	2	-7	-2	-2	2	-3	-4
COc1ccc(CNC(=O)Nc2cccs2)cc1OC	2.4	-1	·	14	0	-5	-14	-9	-7	-3
CCN1CCN(C(=O)CCNC(=O)Cn2ccc3ccccc3c2=O)CC1	-1.0	3	-3	14	4	-7	-14	1	-12	6
COCCCNC(=S)NCCNc1nc2c(C)c(C)ccc2cc1C#N	-0.8	-10	-3	-31	0	-11	31	1	-19	0
CCCCc1c(O)nc(SCC(=O)N2CCCCC2)[nH]c1=O	0.7	1	0	17	9	2	-17	8	3	-5
Cc1ccc(S(=O)(=O)N2CCN(CCO)CC2)cc1-c1nnc2c3ccccc3c(C)nn12	1.4	-12	·	-8	·	-8	8	-1	-13	0
CNc1nc(-c2ccccc2)nnc1C(F)(F)F	-0.2	6	1	15	9	-4	-15	1	-11	1
CCN(CC)CC(=O)Nc1c(Br)ccc2c1OCO2	2.5	3	-1	8	-8	-9	-8	8	-9	0
CCC1(c2ccccc2)SCC(c2ccccc2)=NC1=O (configuration not stated)	-0.4	-7	-3	2	-1	5	-2	7	-12	-3
COc1ccccc1CN1CC(=O)N2CSC[C@H]2C1=O	-7.0	-3	0	10	-2	6	-10	1	-9	-4
CCCCC1NC(=S)N(C2CCCCC2)C1=O (configuration not stated)	2.7	0	·	9	1	4	-9	0	-10	4
O=C(COc1ccc2c3c(c(=O)oc2c1)CCC3)Nc1ccc(CN2CCOCC2)cc1	-2.0	-11	0	-4	10	-12	4	2	-10	0
COc1ccc(NC(=O)CSc2ccccc2)cc1S(=O)(=O)N1CCCCC1	-0.9	-8	0	19	2	1	-19	-2	-3	4
CCC(=O)c1ccccc1OCC(=O)Nc1c(C)cccc1C	0.6	-3	-1	-3	-2	7	3	16*	4	3
Cn1c(=S)n(C)c2ccccc21	-1.8	-6	0	5	0	4	2	-2	-11	0
CN1N=C2c3ccccc3CCCC2C1c1ccc(F)cc1 (configuration not stated)	-0.9	-4	1	-7	14	4	7	10	-1	-3
Cc1cc(C)c2nc(N3CCC(C(=O)NCc4ccccn4)CC3)sc2c1	0.6	-13	0	13	16	11	-13	1	6	3
Cc1ccccc1C(=O)N1CCC(C(=O)Nc2ccc(C(C)C)cc2)CC1	-1.8	-9	-2	-30	-8	25	30	4	-8	6
CNC(=O)c1csc(-c2cccs2)n1	0.2	3	-1	4	12	-8	-4	-2	-3	-3
SMILES	CDK5 p35 inh	dFosB act	Wnt act	SR-BI uptake up	MITF TRPM1 HTS	Rtt109 Vps75	SR-BI DiI inh	HTR5A ag ctr	PvdQ inh	cardiac RTF act
COc1cc(S(=O)(=O)Nc2c(C)nn(C)c2C)ccc1NC(C)=O	-1.2	-2	0	20	-2	-3	-20	0	-9	0
Oc1ccc(N=Cc2ccc(O)c(O)c2)cc1	0.4	-14	·	-1	·	2	1	1	-14	-2
O=C(O)c1cc(NC(=O)c2cccc(C(=O)Nc3cc(C(=O)O)cc(C(=O)O)c3)c2)cc(C(=O)O)c1	0.2	-3	0	37	·	-10	-37	1	-19	1
O=C(c1ccc(Cl)cc1)C1CCCN(C(=O)/C=C/c2ccccn2)C1 (configuration not stated)	0.1	-6	-2	1	0	2	1	-1	-4	-6
COCCOC(=O)C1=C(C)NC(=S)NC1/C=C/c1ccccc1 (configuration not stated)	0.0	-2	·	-40	1	-5	40	-1	-16	3
CSc1ncc(C(=O)Nc2ccccc2)cn1	1.4	2	2	-16	15	-6	16	2	-12	0
Cc1cc(N=Nc2ccccc2)c(NCC(O)C(O)C(O)CO)cc1C (configuration not stated)	-0.2	4	-1	-44	-7	9	44	-3	-10	-2
O=C(Cn1c(N2CCN(c3ccccc3)CC2)nc2ccccc21)c1ccccc1	0.1	0	·	15	1	8	-15	6	-18	4
Cc1ccccc1NC(=O)c1ccc(NC(=O)C2CCCO2)cc1 (configuration not stated)	0.4	6	·	-11	23	-10	11	-1	-14	-5
CCc1ccccc1NC(=O)c1ccc(S(=O)(=O)N2CCCC2)cc1	1.5	-4	0	·	-8	12	·	3	10	-2
O=C1CCCN1CN(C(=O)c1ccccc1)c1ccccc1	1.3	-6	-1	40	-1	-12	-40	4	6	3
O=C(O)Cn1c(=S)sc2ccccc21	2.1	6	-6	13	-13	1	-13	0	4	-3
O=C(NN1CCOCC1)c1cccc(COc2cccc(Br)c2)c1	-0.4	-6	-1	-50	28	-5	50	4	-3	-4
CC(=O)c1ccc(S(=O)(=O)N2CCC3(CC2)OCCO3)cc1	2.1	-6	-1	-4	-8	-21	4	2	-14	5
COc1ccc(CCNC(=O)c2ccc(NS(=O)(=O)c3c(C)noc3C)cc2)cc1OC	-0.4	-6	·	-33	8	·	33	2	-8	-5
O=[N+]([O-])c1ccc(Sc2cccc[n+]2[O-])c2nonc12	3.8	-28	-26	-38	-99	123*	38	-3	-2	6
CC(C)CCn1c(N2CCOCC2)nc2c1c(=O)n(CC(N)=O)c(=O)n2C	-0.5	-2	·	20	·	4	-20	0	-4	-6
COc1ccc(S(=O)(=O)N2CCCC2C(=O)Nc2nccs2)cc1 (configuration not stated)	1.1	-6	·	17	-6	1	-17	4	-1	-2
CC1Cc2nc(SCC(=O)N3CCOCC3)n(-c3ccccc3)c(=O)c2S1 (configuration not stated)	0.6	-3	-2	33	3	-2	-33	6	-5	4
Cn1c(NNC(=O)C(c2ccccc2)c2ccccc2)cc(=O)n(C)c1=O	1.0	1	1	21	1	7	-21	-2	-23	3
CN(CC(=O)Nc1ccc(N2CCOCC2)cc1)C(=O)C12CC3CC(CC(C3)C1)C2	2.4	-4	0	-9	6	2	9	4	2	1
CC(C)[C@H](NC(=O)c1ccco1)C(=O)OCC(=O)Nc1ccc(F)cc1	2.0	-2	-2	-3	0	2	3	0	8	0

Ordered by the number under MITF TRPM1 HTS (largest number first): 3 of the compounds above.
Compound	CDK5 p35 inh	dFosB act	Wnt act	SR-BI uptake up	MITF TRPM1 HTS	Rtt109 Vps75	SR-BI DiI inh	PvdQ inh	cardiac RTF act
O=C(NN1CCOCC1)c1cccc(COc2cccc(Br)c2)c1	-0.4	-6	-1	-50	28	-5	50	-3	-4
CC1Cc2nc(SCC(=O)N3CCOCC3)n(-c3ccccc3)c(=O)c2S1 (configuration not stated)	0.6	-3	-2	33	3	-2	-33	-5	4
CCc1ccccc1NC(=O)c1ccc(S(=O)(=O)N2CCCC2)cc1	1.5	-4	0	·	-8	12	·	10	-2
